# Screening results from PubChem.
# CSN inh: blocks human CSN-mediated cullin deneddylation; AID 651999; Q92905; Purified CSN, SCF-Nedd8-OG deneddylation, fluorescence polarization; hit rate 0.38% among 360,000; inhibition, % at 12.5 µM;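 active = pattern-corrected inhibition above about 35%, with an unprinted fluorescence ratio check between 0.5 and 1.5, limit read from the data, passing the limit was not always enough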;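 also: 0% = enzyme with substrate and 100% = substrate without enzyme; some results filed as inactive read as strong as hits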
# Target sequence (Q92905 whole entry, looked up, one chain of several): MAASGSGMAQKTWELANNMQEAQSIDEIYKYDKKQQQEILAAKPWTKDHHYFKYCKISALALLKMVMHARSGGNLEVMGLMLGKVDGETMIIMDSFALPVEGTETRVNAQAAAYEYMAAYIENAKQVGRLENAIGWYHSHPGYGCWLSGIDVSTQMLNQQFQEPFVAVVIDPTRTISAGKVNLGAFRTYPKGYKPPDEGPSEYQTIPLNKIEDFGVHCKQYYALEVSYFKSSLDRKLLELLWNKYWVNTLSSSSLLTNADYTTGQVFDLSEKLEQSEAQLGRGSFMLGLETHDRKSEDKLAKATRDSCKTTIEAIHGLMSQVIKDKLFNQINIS
#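 Detection – fluorescence polarization · System – HEK293T-derived human Csn5 enzyme · Controls – substrate-only high control, full reaction low control · Timing – 90 min, room temperature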
# Neddyl block: cullin neddylation inhibition | calls only at 25 µM | hit rate 0.58% among 360,000 | TR-FRET cullin neddylation, biochemical | AID 651699; in the data active = inhibition above about 36%
# Target sequence (P61081 whole entry, looked up): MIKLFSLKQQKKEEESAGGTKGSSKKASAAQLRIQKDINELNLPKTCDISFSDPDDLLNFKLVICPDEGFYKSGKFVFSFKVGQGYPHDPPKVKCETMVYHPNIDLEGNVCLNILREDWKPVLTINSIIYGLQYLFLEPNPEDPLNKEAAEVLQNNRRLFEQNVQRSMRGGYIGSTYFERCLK
# Target sequence (Q13564 whole entry, looked up): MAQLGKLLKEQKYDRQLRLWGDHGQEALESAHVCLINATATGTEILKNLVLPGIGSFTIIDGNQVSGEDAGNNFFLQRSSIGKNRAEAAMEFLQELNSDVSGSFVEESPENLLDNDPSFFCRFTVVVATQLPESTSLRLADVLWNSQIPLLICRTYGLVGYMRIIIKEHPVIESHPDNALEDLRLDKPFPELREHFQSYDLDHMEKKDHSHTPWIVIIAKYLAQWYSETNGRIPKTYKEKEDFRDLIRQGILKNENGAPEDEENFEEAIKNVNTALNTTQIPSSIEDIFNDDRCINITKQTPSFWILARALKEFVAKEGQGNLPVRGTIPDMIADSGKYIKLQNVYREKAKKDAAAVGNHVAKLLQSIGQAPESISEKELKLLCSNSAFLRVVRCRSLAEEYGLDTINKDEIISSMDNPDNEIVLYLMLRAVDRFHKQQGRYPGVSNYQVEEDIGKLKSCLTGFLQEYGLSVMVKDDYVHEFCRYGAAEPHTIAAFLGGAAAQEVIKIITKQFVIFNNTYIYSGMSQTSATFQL
# FAS-TE inh: inhibitors of human fatty acid synthase thioesterase domain | P49327 | recombinant FAS-TE, OMFH fluorogenic substrate, fluorescence endpoint | inhibition, % at 15 µM | hit rate 0.67% among 360,000;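 active = compounds whose normalised, plate-corrected inhibition of enzyme fluorescence in the single-dose primary screen is 50% or more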;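 also: 0% = DMSO with enzyme and 100% = substrate without enzyme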
# NadD block: inhibitors of Staphylococcus aureus NadD; hit rate 0.78% among 360,000; AID 602399; inhibition, % at 20 µM; purified NadD enzyme, colorimetric absorbance read-out; in the data active = inhibition above about 26%; also: some compounds past the cut are filed as inactive
# MT1-MMP act inh: MT1-MMP (human) activation inhibition | HT1080 RFP-PRO-GFP cells, GFP/RFP ratio fluorescence, overnight; percent of plate control window, DMSO zero | GFP/RFP ratio change, % at 20 µM | P50281 | AID 651647 | hit rate 0.061% among 360,000;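 active = GFP/RFP ratio change of at least 30% with cell ATP level not reduced by more than half and red fluorescence within 50% of control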; also: strong numbers were not always called active
#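 Test system: HT1080 cells expressing an RFP-PRO-GFP fluorescent reporter construct / Compound dosing: single-point 20 µM compound, 1% DMSO / Schedule: cells overnight before dosing, compound overnight, 37 °C, 5% CO2 / Evaluation: GFP/RFP fluorescence ratio / Control set: DMSO and RFP-L50D-GFP cell wells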
# PABP1 MLLE inh: inhibitors of microRNA-mediated deadenylation, human PABP1 MLLE binding | GST-MLLE / FITC-PAM2 fluorescence polarization | inhibition, % at 20 µM | P11940 | AID 588489 | hit rate 0.36% among 360,000; in the data active = inhibition above about 35%, passing the limit was not always enough;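 also: plate controls were DMSO wells with GST-MLLE for no effect and wells lacking GST-MLLE protein for full effect; some results filed as inactive read as strong as hits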
# SKN-1 inh: inhibitors of C. elegans SKN-1; hit rate 0.49% among 360,000; inhibition, % at 21.8 µM; C. elegans VP596 Pgst-4::GFP/RFP ratio, acrylamide-induced, 24 h; AID 624304;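 active = interference check ratio from 0.5 to 1.5 plus GFP to RFP signal ratio inhibition reaching or exceeding a fixed threshold, cut at about 30% in these data, passing the limit was not always enough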; also: some compounds called inactive have numbers as strong as hits
# Rin1 Abl inh: inhibitors of human Rin1-Abl protein interaction; P00519+Q13671; TR-FRET Rin1/Abl binding, biochemical; inhibition, % at 7.35 µM; hit rate 0.4% among 360,000; AID 588664; in the data active = inhibition above about 5%, passing the limit was not always enough
# Rpn11 block: inhibitors of human proteasome Rpn11; O00487; human 26S proteasome, Ub4-pepOG fluorescence polarization; 20S core pre-blocked with epoxomicin; calls only at 20 µM; hit rate 0.59% among 360,000; AID 588493;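 active = inhibition at 20 µM, scaled to each plate's controls, above about 33%, limit read from the data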
# Active calls of the source: *; i = inactive; . = not tested or not shown.
SMILES,CSN inh,Neddyl block,FAS-TE inh,NadD block,MT1-MMP act inh,PABP1 MLLE inh,SKN-1 inh,Rin1 Abl inh,Rpn11 block
COc1cc(NC(=S)NC2CC(C)(C)NC(C)(C)C2)c(OC)cc1Cl,0,i,-2,-6,3,9,-7,0,i
CSCCC(NC(=O)c1cccc([N+](=O)[O-])c1)C(=O)OCC(=O)N1CCCC1=O (stereo not drawn),9,i,10,1,4,4,-14,1,i
OC(c1ccc(F)c(F)c1)c1nc(-c2cccs2)cs1 (stereo not drawn),4,i,6,-9,-2,0,-5,-1,i
C=C(C)CN=CC1(C)CCC(C)=CO1 (stereo not drawn),0,i,-1,-5,-5,-10,1,2,i
CC1(C)CC(=O)C(C(C2=C(O)CC(C)(C)CC2=O)c2cccs2)C(=O)C1 (stereo not drawn),-5,i,-7,5,1,26,10,3,i
COC(=O)c1sccc1NC(=O)Nc1cccc(C)c1,3,i,13,-7,-2,6,9,3,i
O=C(COc1ccc(F)cc1)Nc1nc2c(s1)CCCC2,-1,i,0,-4,1,-24,4,0,i
CCCCn1nnnc1C(c1ccccc1)N1CCN(CC)CC1 (stereo not drawn),-5,i,-7,-7,4,.,6,.,.
N/C(=N\OC(=O)c1ccc2c(c1)OCO2)c1ccncc1,2,i,-2,-5,4,4,-2,-2,i
FC(F)(F)c1nc2ccccc2nc1N/N=C/c1c(Cl)cccc1Cl,8,i,11,2,-5,-12,-13,-1,i
CCOC(=O)N1CCN(C(=O)CSc2nnc(-c3ccc(C(C)(C)C)cc3)o2)CC1,2,i,-1,2,0,6,2,-1,i
CCOCCCn1c(SCC(=O)Nc2cc(OC)ccc2OC)nc2ccccc2c1=O,3,i,21,-3,0,-14,15,0,i
Cc1cc(/C=C(\C#N)C(=O)NCc2ccco2)c(C)n1C1CCCC1,1,i,12,-1,5,-109,-4,-6,i
CS(=O)(=O)c1ccc(C(=O)NNC(=O)c2cccs2)cc1,-2,i,-5,2,-2,-8,8,2,i
Cc1cc(S(=O)(=O)Nc2ccc(C(=O)NCC3(N4CCCCC4)CCCCC3)cc2)ccc1F,0,i,-9,-3,1,-5,27,3,i
COc1ccc(CNc2nn3c(-c4cccc(C(=O)N(C)C)c4)cnc3s2)cc1,-7,i,-3,14,-22,-13,-10,-1,i
C[C@H]1CN([C@@H](C)CO)S(=O)(=O)c2ccc(Br)cc2O[C@@H]1CN(C)C(=O)Cc1ccccc1,-3,i,-2,0,-2,8,6,-2,i
O=C(OC1Cn2c(=O)ccc(=O)n2C1)c1ccccc1,2,i,-8,0,-1,-7,-1,2,i
O=C(Nc1ccc(Oc2cccnc2)cc1)C1CCN(Cc2cc(Cl)ccc2O)CC1,-2,i,-2,-6,6,-23,18,1,i
COCCCNC(=S)N1CCCN(c2nc3c(C)c(C)ccc3cc2C#N)CC1,-3,i,-5,2,-6,-81,29,-1,i
Cc1ccnc2ccc(SC(F)(F)F)cc12,3,i,-1,-1,3,-12,5,0,i
O=C(NN1CCOCC1)c1cc(Cl)ccc1Cl,-4,i,-4,1,-3,9,-6,3,i
N/C(=N\OC(=O)c1ccc2ccccc2c1)c1ccccn1,-1,i,7,5,-5,-18,12,-2,i
CC(=O)Nc1cccc(C(=O)NN2C(=O)NC3(CCC(C)CC3)C2=O)c1 (stereo not drawn),-1,i,-4,7,1,3,26,-3,i
CCOc1cc(C(=O)NC(C)C2CCCO2)cc(OCC)c1OCC (stereo not drawn),9,i,-4,-2,0,-2,-8,4,i

# Quoted at random: 5 compounds from above.
SMILES,CSN inh,Neddyl block,FAS-TE inh,NadD block,MT1-MMP act inh,PABP1 MLLE inh,SKN-1 inh,Rin1 Abl inh,Rpn11 block
CC(=O)Nc1cccc(C(=O)NN2C(=O)NC3(CCC(C)CC3)C2=O)c1 (stereo not drawn),-1,i,-4,7,1,3,26,-3,i
O=C(OC1Cn2c(=O)ccc(=O)n2C1)c1ccccc1,2,i,-8,0,-1,-7,-1,2,i
O=C(Nc1ccc(Oc2cccnc2)cc1)C1CCN(Cc2cc(Cl)ccc2O)CC1,-2,i,-2,-6,6,-23,18,1,i
FC(F)(F)c1nc2ccccc2nc1N/N=C/c1c(Cl)cccc1Cl,8,i,11,2,-5,-12,-13,-1,i
COc1cc(NC(=S)NC2CC(C)(C)NC(C)(C)C2)c(OC)cc1Cl,0,i,-2,-6,3,9,-7,0,i

# The list goes on.
SMILES,CSN inh,Neddyl block,FAS-TE inh,NadD block,MT1-MMP act inh,PABP1 MLLE inh,SKN-1 inh,Rin1 Abl inh,Rpn11 block
C[C@@H]1CCC[C@@]2(O[C@@H](CCO)C[C@H](O)[C@H]2O)O1,1,i,-6,-1,1,-4,-4,2,i
CCOc1cccc(CNc2ccc(O)cc2)c1OCc1ccc(Cl)cc1Cl,32,i,18,1,15,-18,32,1,i
Cc1ccc(S(=O)(=O)N2CCN(C(=O)c3ccc(OCc4c(C)noc4C)cc3)CC2)cc1,4,i,-40,-1,4,1,-10,3,i
COc1cc(OC)cc(C(=O)NNC(=O)CCCOc2ccccc2)c1,0,i,-3,-6,-7,1,-10,2,i
COc1ccc(-c2ccc(C#N)c(SCC(=O)OCc3ccccc3)n2)cc1OC,0,i,26,-9,10,-9,-7,-3,i
COc1ccc(NC(=O)Cn2cnc3c(cnn3-c3ccc(C)c(C)c3)c2=O)c(OC)c1,5,i,-2,-3,1,8,8,0,i
COc1ccccc1C(=O)NCCC(=O)NCC(c1ccco1)N1CCCCC1 (stereo not drawn),1,i,-6,-5,4,-10,-5,4,i
Cc1ccc2nc3c(c(C(=O)OC4CCOC4=O)c2c1)CCCC3 (stereo not drawn),5,.,4,1,2,-5,3,-3,i
CCOC(=O)CNS(=O)(=O)CCN1C(=O)c2ccccc2C1=O,-3,i,-4,3,1,-5,1,3,i
COc1ccc(NC(=S)NC(=O)/C=C/c2ccco2)cc1,3,i,6,-2,-1,-1,-9,-1,i
Cc1cc(C)n2nc(SCC(=O)N(CC(C)C)c3c(N)n(CC(C)C)c(=O)[nH]c3=O)nc2n1,5,i,-1,1,-3,3,4,6,i
CCCn1c(=O)c(C(=O)Nc2ccccc2N)c(O)c2ccccc21,0,.,5,7,1,-1,9,0,i
CC(=O)Nc1ccc(Cl)cc1C(=O)c1ccc[nH]1,2,i,-1,0,4,12,1,1,i
O=C(NCC1CCCCC1)C12CN(Cc3ccccc3)CC1C(c1cccc([N+](=O)[O-])c1)=NO2 (stereo not drawn),10,i,54*,9,0,22,0,0,i
CC(C)(C)NCCOCCOc1ccccc1-c1ccccc1,0,i,-10,-3,0,9,-3,-2,i
CN(CCOc1ccccc1)C(=O)c1ccc2c(c1)OCO2,-1,i,-7,0,1,14,19,0,i
COc1ccc(-n2nc(C(=O)N3CCCCC3)c3ccccc3c2=O)cc1,-3,i,-8,4,1,-12,6,3,i
CC1Cc2cc(/C(O)=C3/C(=O)C(=O)N(CCN4CCOCC4)C3c3cccc(O)c3)ccc2O1 (stereo not drawn),1,i,-4,5,-3,4,17,2,i
CCc1cccc(C)c1NC(=O)CSc1nnc(CCCOc2ccc(Cl)cc2Cl)n1C,-14,i,6,0,-7,0,1,-3,i
COc1ccc(CCNC(=O)CN(C)S(=O)(=O)c2cccs2)cc1,0,i,-3,1,-5,-8,10,3,i
O=C(NCc1ccccc1)C(c1ccc(F)cc1)N(Cc1cccs1)C(=O)c1cnccn1 (stereo not drawn),-3,i,-10,-2,2,7,-7,0,i
CCn1nc2cc(C(=O)NCCc3cccs3)ccc2c1OC,-4,.,-6,-3,8,-6,9,1,i
CSC1=NCCN1S(=O)(=O)c1ccc(F)cc1,2,i,9,-3,0,-13,-12,1,i
CCCCc1c(O)nc(SCC(=O)c2ccccc2)n(-c2ccccc2C)c1=O,-1,i,-5,0,0,29,-4,1,i
CCN(CC)c1ccc(/C=N/NC(=O)c2ccc3nc[nH]c3c2)cc1,-2,.,-5,6,-4,1,20,1,i
# Going on with the list.
SMILES,CSN inh,Neddyl block,FAS-TE inh,NadD block,MT1-MMP act inh,PABP1 MLLE inh,SKN-1 inh,Rin1 Abl inh,Rpn11 block
Cc1cc2nc3n(c2cc1C)CC1CC(C(=O)NCc2cccc(Br)c2)N(C)C31 (stereo not drawn),-2,i,-8,-1,2,8,-8,3,i
CC1(C(=O)Nc2ccc3c(c2)OCCO3)CN(S(C)(=O)=O)CC(=O)N1C1CCCCCC1 (stereo not drawn),4,i,.,.,1,.,-10,.,.
Cc1ccc(N(Cc2cc3cc(C)ccc3[nH]c2=O)S(=O)(=O)c2ccccc2)cc1,-9,i,-4,5,-1,-12,3,4,i
COc1ccccc1/C=C(/C(=O)OCC(=O)Nc1ccccc1C)c1ccccc1,-1,i,29,-7,-5,-13,0,2,i
COC(=O)CSc1nnc(-c2sc3cc(OC)ccc3c2Cl)n1C,-3,i,-7,4,2,-130,-3,1,i
Cc1ccc(S(=O)(=O)N(C)CC(=O)Nc2ccc(C)cn2)cc1,-1,i,-8,-1,4,4,10,-1,i
Cn1c(CN2CCOCC2)nc2cc(NC(=O)c3ccc(Cl)cc3)ccc21,5,i,-4,-5,5,-1,-2,-1,i
CC(C)C[C@H](NC(=O)OC(C)(C)C)C(=O)NCC1CCC(C(=O)N[C@@H](Cc2ccccc2)C(=O)O)CC1 (stereo partly drawn),5,i,-3,0,-1,11,13,-3,i
Cc1nnc(SCC(=O)NC2CCCC2)n1CCc1ccccc1,4,i,-7,-2,1,6,15,0,i
COc1ccc(C(=O)Nc2nccs2)cc1OC,0,i,-21,-1,0,-2,-11,-1,i
CC(c1ccccc1)n1cc(C(=O)NCC2CCCO2)nn1 (stereo not drawn),0,i,-10,0,1,6,9,2,i
Cc1ccn2c(C(=O)NN=C3CCCCCCC3)c(C)nc2c1,-2,i,-3,-8,4,3,-3,-3,i
CCOC(=O)N1CCN(C(=O)C[C@@H]2C[C@@]3(C(=O)OC)CC(C)(C)CC=C3N(Cc3ccco3)C2=O)CC1,0,i,.,.,2,.,-6,.,.
Cc1cc(C(=O)Nc2cc(S(C)(=O)=O)ccc2Cl)c(C)o1,-2,i,-7,0,1,2,3,0,i
Cc1ccccc1NC(=O)CC1c2ccccc2CC(C)(C)N1C (stereo not drawn),-8,i,-6,-1,0,-10,0,-2,i
CN(C)CCN1C(=O)C(=O)/C(=C(/O)c2ccc(F)cc2)C1c1ccccc1 (stereo not drawn),-2,i,-8,6,5,-10,8,-3,i
c1ccc(-c2nc3ccccn3c2NCc2ccc3c(c2)OCO3)cc1,0,.,5,-1,-2,-12,7,-2,i
CCOc1ccc(NC(=O)CCNC(=O)c2ccc(Br)cc2)cc1,-1,i,-4,-11,4,10,-6,3,i
NC1=NN=C(N2N=C(c3ccc(Br)cc3)CC2(O)C(F)(F)F)n2ncnc2C1 (stereo not drawn),3,.,-9,-1,3,-11,7,2,i
O=C(NC1CCC(O)CC1)c1ccc(-c2ccc([N+](=O)[O-])cc2)o1 (stereo not drawn),4,i,12,9,2,-1,7,-1,i
CS(=O)(=O)N(CCc1ccccc1)CC(=O)NCc1ccccc1Cl,5,i,6,-5,8,-4,2,1,i
COc1cc(-c2nn3c(-c4cccc(C)c4)nnc3s2)cc(OC)c1OC,4,i,0,-4,2,-9,8,4,i
CN(C)c1ccc(/C=C/C(=O)c2ccc3c(c2)OCO3)cc1,56,i,-15,3,-121,165,18,-2,.
CSc1ccc(-c2ccc3c(c2)c(Sc2ccccc2)c(-c2ccccc2)n3C)cc1,1,i,22,5,2,.,11,.,.
Cc1ccc(Cn2ccc(NC(=O)c3cc(CC(C)C)on3)n2)cc1,1,i,20,-5,-3,9,2,-2,i
